Bioassay records as filed in PubChem BioAssay.
SUMO HTRF inh: SUMOylation inhibition; HTRF SUMOylation assay, SAE1/SAE2 + UBC9, in vitro; inhibition, % at 35 µM; 290,000 compounds, 0.36% hits; AID 2006; in the data active = inhibition above about 50%, passing the limit was not always enough; also: strong numbers were not always called active
Target sequence (P63279 whole entry, looked up): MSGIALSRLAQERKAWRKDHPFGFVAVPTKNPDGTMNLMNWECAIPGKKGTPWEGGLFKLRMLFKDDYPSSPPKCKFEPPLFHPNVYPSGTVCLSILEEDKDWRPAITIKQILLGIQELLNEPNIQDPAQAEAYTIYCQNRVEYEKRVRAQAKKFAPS
DNA FID counter: counter-screen for HCV NS3 helicase inhibitors: DNA intercalator displacement | 290,000 compounds, 0.17% hits | DNA fluorescent intercalator displacement, fluorescence | inhibition, % at 7.9 µM; in the data active = inhibition above about 37%;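 also: 0% = vehicle and 100% = reference compound; higher means more ethidium bromide displaced from hairpin DNA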
CRFR2-BP antag: blocks CRF-induced signaling of the CRF-BP/CRF-R2 complex | HEK293 CRF-R2/CRF-BP, CRF-induced calcium fluorescence | inhibition, % at 11.8 µM | AID 588475 | 350,000 compounds, 0.59% hits;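 active = inhibition of the ligand-induced calcium signal above about 50% at the single tested concentration, limit read from the data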
MEKK3 PB1 HTS: modulators (inhibitors or enhancers) of MEK5 binding to human MEKK3 PB1 domain; bead-based flow cytometry, Alexa488-MEK5 binding to MEKK3; actives lie on both sides; 0 = blocked by unlabeled MEK5, 100 = vehicle; 290,000 compounds, 1.4% hits; binding response (% of control), % at 10 µM; Q99759;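 active = binding response more than 3 SD above or below the average of its plate-row segment, actives on both sides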;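 also: Alexa488 bead fluorescence after subtracting the streptavidin-only scavenger bead signal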
Target sequence (Q99759 whole entry, looked up, the tested form may be a part): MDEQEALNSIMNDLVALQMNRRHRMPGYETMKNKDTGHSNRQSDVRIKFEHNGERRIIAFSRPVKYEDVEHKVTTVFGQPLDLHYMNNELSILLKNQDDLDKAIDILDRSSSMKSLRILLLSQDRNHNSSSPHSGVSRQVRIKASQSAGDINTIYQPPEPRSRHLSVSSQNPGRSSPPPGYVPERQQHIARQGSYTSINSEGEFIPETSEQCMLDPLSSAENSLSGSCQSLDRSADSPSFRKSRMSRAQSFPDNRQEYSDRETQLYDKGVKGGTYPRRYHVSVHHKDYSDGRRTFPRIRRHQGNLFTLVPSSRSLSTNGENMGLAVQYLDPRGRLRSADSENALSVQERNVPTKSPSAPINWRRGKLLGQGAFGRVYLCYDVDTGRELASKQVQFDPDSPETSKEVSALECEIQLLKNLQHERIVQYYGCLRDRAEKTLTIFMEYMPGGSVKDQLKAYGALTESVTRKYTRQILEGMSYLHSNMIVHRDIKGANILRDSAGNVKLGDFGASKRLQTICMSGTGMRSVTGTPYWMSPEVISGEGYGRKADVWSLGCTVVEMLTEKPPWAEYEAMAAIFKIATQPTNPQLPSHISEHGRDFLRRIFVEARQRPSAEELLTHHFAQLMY
MEKK2 WT-MEK5: raises or lowers MEK5 binding to wildtype human MEKK2 PB1 domain | bead flow cytometry, Alexa488-MEK5 binding to MEKK2 WT; actives lie on both sides | AID 1531 | binding response (% of control), % at 10 µM | Q9Y2U5 | 290,000 compounds, 1.1% hits; in the data active = binding response below about 67% or above about 130%
GalR3 antagonist: antagonists of human GalR3. O60755. HEK293 GalR3-CNG cAMP membrane potential fluorescence; galR3 body fused to GalR1 C-terminus. inhibition, % at 3 µM. 360,000 compounds, 0.44% hits;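 active = inhibition above the screen-wide average plus 3 SD, cut at about 13% in these data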;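 also: forskolin and galanin both at EC90 stimulate the cells; cAMP rise reported by CNG channel membrane potential dye signal; 0% = forskolin plus galanin with DMSO and 100% = forskolin alone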
Target sequence (O60755 1-299 limits assumed): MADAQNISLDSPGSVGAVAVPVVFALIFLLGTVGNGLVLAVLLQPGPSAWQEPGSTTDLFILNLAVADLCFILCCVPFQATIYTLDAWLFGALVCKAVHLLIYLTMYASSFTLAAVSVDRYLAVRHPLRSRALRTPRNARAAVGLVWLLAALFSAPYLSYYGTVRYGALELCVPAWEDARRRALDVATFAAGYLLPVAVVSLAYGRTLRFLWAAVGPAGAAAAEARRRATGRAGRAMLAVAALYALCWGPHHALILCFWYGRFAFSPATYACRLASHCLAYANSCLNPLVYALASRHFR
MEKK2mut PB1 HTS: signal of MEK5 binding to mutant human MEKK2 PB1 domain | percent response, % at 10 µM | 290,000 compounds, 0.35% hits | bead flow cytometry, Alexa488-MEK5 binding to MEKK2 mutant; in the data active = percent response above about 24%, passing the limit was not always enough; also: inactives centre near 1; some results filed as inactive read as strong as hits
NS3 helicase inh: HCV NS3 helicase inhibition | inhibition, % at 10.9 µM | 290,000 compounds, 0.56% hits | NS3 helicase DNA unwinding, Cy5 molecular beacon fluorescence;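 active = inhibition above the mean of all tested compounds plus 3 SD, set per campaign, cut at about 35% in these data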;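 also: 0% = DMSO wells and 100% = thioflavine S control wells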
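test system = hepatitis C virus NS3 helicase domain fragment enzyme | reagent = annealed dual-labelled DNA beacon duplex, ATP-started | times = 1 h at 25 °C | detection = Cy5 fluorescence, 0 and 60 min reads | read-out basis = percent inhibition from t60/t0 fluorescence ratio | control set = DMSO and thioflavine S | replication = one well per compound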
CRFBP-R2 agonist: agonists of human CRF-binding protein/CRF-R2 receptor complex | HEK293 CRF-R2/CRF-BP, calcium dye fluorescence (FLIPR); percent of saturating CRF peptide response | activation, % at 13.2 µM | 350,000 compounds, 0.46% hits | AID 588473;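 active = activation of at least 50%, plus an integration ratio under a set limit after plate pattern correction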;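 also: plate controls were neutral control wells without compound for no effect and CRF at EC100 for full effect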
The depositor's hits bear a star; . = no result given. Only part of the results is shown; the hit share may differ from the screen's.

SMILES	SUMO HTRF inh	DNA FID counter	CRFR2-BP antag	MEKK3 PB1 HTS	MEKK2 WT-MEK5	GalR3 antagonist	MEKK2mut PB1 HTS	NS3 helicase inh	CRFBP-R2 agonist
COc1ccccc1CN1C[C@@H]2C[C@@H](c3cccc(C)c3)N3CCC[C@@]23C1=O	16	-9	-17	104	100	-2	6	9	-1.0
CC1(C)Cc2nc3sc4c(N5CCCC5)nnnc4c3cc2CO1	18	-1	.	95	88	.	-8	3	.
CSc1nc(O)c(Cc2ccccc2)c(=O)[nH]1	15	11	6	98	98	1	-3	4	-1.5
C=CCNC(=S)Nc1cccc2[nH]ncc12	8	-1	5	97	91	-5	-6	-2	0.4
COC(=O)c1ccc(/C=N/OCC(=O)NCc2ccc(F)cc2)cc1	10	-11	19	97	98	-4	0	7	-6.9
CCn1c(SCC(=O)N2CCOCC2)nnc1C(C)NC(=O)c1ccccc1 (centres undefined)	12	-9	0	96	90	1	-2	8	-1.5
COc1ccc(NC(=O)c2cc(C)no2)cc1Cl	-13	-1	1	94	88	-7	-11	7	0.1
CCc1cccc(CC)c1NC(=O)CSc1nnc(C(C)C)n1CC	13	-6	-11	.	.	2	.	1	-0.7
Cc1ccccc1CC(=O)NC1CCCc2ccccc21 (centres undefined)	13	-17	8	100	102	-9	-1	8	0.3
Cn1cccc1C(C#N)(CC#N)c1cccc(F)c1C#N (centres undefined)	3	-2	7	97	97	-5	-2	-2	1.5
O=[N+]([O-])c1ccc(S(=O)(=O)NCCS(=O)(=O)N2CCN(c3ccccc3)CC2)cc1	2	0	3	104	106	-7	2	2	0.2
CCOC(=O)C1CCN(C(=O)c2cc(S(=O)(=O)N3CCCCC3)ccc2C)CC1	13	-41	4	106	105	-2	11	18	1.9
COc1cc(NS(=O)(=O)c2ccc(NS(=O)(=O)c3ccc(C)cc3)cc2)nc(OC)n1	31	-17	-6	101	101	-8	1	0	0.0
Cc1ccc(NC2CCCN(C(=O)CCn3nccc3C)C2)cc1C (centres undefined)	-10	-26	49	101	105	-5	5	-12	-2.6
Cc1ccc(OCC(=O)Nc2ccc(S(=O)(=O)Nc3cc(C)nc(C)n3)cc2)cc1	-7	-31	1	101	103	0	1	-3	-0.7
Cc1ccc(NC(=O)Cn2nc(C)cc2C)cc1	12	-3	22	104	102	-8	2	1	-1.1
O=c1c2ccccc2cnn1-c1ccc(Cl)cc1	-32	0	10	101	100	-3	4	0	-1.8
CCCc1nnc(NC(=O)CCC(=O)N2CCC(Cc3ccccc3)CC2)s1	1	-38	-18	99	104	-9	0	-4	-1.2
CN(C)CCCNC(=S)N(CCN(C)C)Cc1cc2cc3c(cc2[nH]c1=O)OCCO3	13	6	-4	105	126	-3	13	-4	1.4
CCOC(=O)c1nnn2c1nc(N(CC)CC)c1ccccc12	14	-21	18	74	73	-2	-30	9	-3.7
Cc1cc(C)c2nc(SCCc3ccccc3)nc(C)c2c1	-10	0	-16	96	100	0	-5	1	2.2
C=CCC(C(=O)c1ccccc1)[N+](C)(C)CC=C (centres undefined)	7	1	-4	106	112	-5	4	-1	2.4
COc1cc(C2/C(=C(/O)c3ccccc3)C(=O)C(=O)N2c2ccccn2)ccc1O (centres undefined)	20	3	3	107	106	-5	3	-1	-1.2
COc1cccc(CN2CCC(C(=O)N3CCN(c4ccccc4F)CC3)CC2)c1OC	-22	5	10	97	101	-7	-1	7	-0.7
CSc1ccc(Cl)c(C(=O)NCC(C)C)c1	-4	0	1	99	114	-5	6	3	0.7
CCOC(=O)C1(CC)NC(c2cccc(F)c2)C2C(=O)N(CC)C(=O)C21 (centres undefined)	16	-5	20	104	98	-1	3	7	1.0
CCNS(=O)(=O)c1ccc(NC(=O)Cn2nc(C(F)(F)F)cc2C)cc1	10	-4	-4	101	97	-1	6	2	0.7
COc1ccccc1OCCn1c(=O)sc2ccccc21	4	-16	39	105	102	-7	1	-7	-0.5
CC(C)CC1NC(=O)N(CCCCN2C(=O)c3ccccc3C2=O)C1=O (centres undefined)	7	-15	4	135*	121	-5	4	2	0.8
CSc1ncccc1C(=O)Nc1nc2c(C)cccc2s1	-7	-7	-19	103	107	-1	0	-7	0.1
CC(C)c1ccc(NC2CCCN(C(=O)CC3CCCC3)C2)cc1 (centres undefined)	-12	-31	0	102	96	-10	-3	-1	-1.0
CCCCNC(=O)c1onc(CSc2cccc3ccccc23)c1C(=O)O	-3	-13	8	109	108	-6	7	30	-1.7
O=C(c1ccc(NS(=O)(=O)c2ccc(F)cc2)cc1)N1CCN(c2ccccc2O)CC1	-2	-39	-15	100	96	1	6	-6	-0.1
COc1cc(/C=C/C(=O)N2CCN(c3ccccn3)CC2)cc(OC)c1OC	12	-42	2	100	100	0	6	2	-0.9
COC(=O)COc1cccc(NC(=O)c2cccc(C)c2)c1	-2	-4	2	103	105	20*	-1	-6	-0.2
CCCOc1ccc(C(=O)NNC(=S)NC(=O)c2cc(-c3ccc(Cl)cc3)nc3ccccc23)cc1	-50	-4	2	94	91	1	-1	16	0.8
COc1cc(-c2cc(C(=O)N(C)Cc3ccccc3)c3ccccc3n2)cc(OC)c1OC	13	-45	9	106	106	1	7	-24	-1.6
O/N=C1\CC2(Cc3nonc31)OCCO2	14	4	31	98	96	0	0	8	2.1
Cc1cccc(/C=N/NC(=O)C2CCCNC2=O)c1 (centres undefined)	5	2	8	88	92	-2	-5	-13	0.4
C[C@H](NC(=O)C1CCN(S(=O)(=O)c2ccccc2)CC1)C(=O)NCc1ccc(Cl)c(Cl)c1	-2	-42	3	95	98	1	1	-8	-1.1

Looked up one by one from the list above:
SMILES	SUMO HTRF inh	DNA FID counter	CRFR2-BP antag	MEKK3 PB1 HTS	MEKK2 WT-MEK5	GalR3 antagonist	MEKK2mut PB1 HTS	NS3 helicase inh	CRFBP-R2 agonist
C=CCC(C(=O)c1ccccc1)[N+](C)(C)CC=C (centres undefined)	7	1	-4	106	112	-5	4	-1	2.4
CCCOc1ccc(C(=O)NNC(=S)NC(=O)c2cc(-c3ccc(Cl)cc3)nc3ccccc23)cc1	-50	-4	2	94	91	1	-1	16	0.8
COC(=O)COc1cccc(NC(=O)c2cccc(C)c2)c1	-2	-4	2	103	105	20*	-1	-6	-0.2
COc1cc(/C=C/C(=O)N2CCN(c3ccccn3)CC2)cc(OC)c1OC	12	-42	2	100	100	0	6	2	-0.9
CSc1ncccc1C(=O)Nc1nc2c(C)cccc2s1	-7	-7	-19	103	107	-1	0	-7	0.1

Whole records, looked up by structure. Order of screens: SUMO HTRF inh	DNA FID counter	CRFR2-BP antag	MEKK3 PB1 HTS	MEKK2 WT-MEK5	GalR3 antagonist	MEKK2mut PB1 HTS	NS3 helicase inh	CRFBP-R2 agonist
Shown for COc1cccc(CN2CCC(C(=O)N3CCN(c4ccccc4F)CC3)CC2)c1OC → -22	5	10	97	101	-7	-1	7	-0.7
Shown for Cc1cccc(/C=N/NC(=O)C2CCCNC2=O)c1 (centres undefined) → 5	2	8	88	92	-2	-5	-13	0.4

Going on with the list.
SMILES	SUMO HTRF inh	DNA FID counter	CRFR2-BP antag	MEKK3 PB1 HTS	MEKK2 WT-MEK5	GalR3 antagonist	MEKK2mut PB1 HTS	NS3 helicase inh	CRFBP-R2 agonist
CC1CC(C)CN(S(=O)(=O)N2CCCC(C(=O)NCCCN3CCOCC3)C2)C1 (centres undefined)	3	13	-12	99	102	-6	6	8	0.2
C=CCNCCCCOc1cccc(Br)c1	24	17	-17	101	106	-1	-8	-5	1.8
O=C(Nc1cccs1)OCCN1CCN(Cc2ccccc2)CCC1=O	4	-8	-7	102	101	-3	-2	-1	0.2
CCn1c(COc2ccccc2)nnc1SCC(=O)NCc1ccco1	9	-7	10	98	97	1	-2	17	-1.4
COc1cc(NS(=O)(=O)c2ccc(NC(=S)NC(=O)c3ccc(F)cc3)cc2)nc(OC)n1	-4	-34	-3	95	94	-9	-4	40*	-0.6
COc1cc(CNC2CCCCC2OC)cc(OC)c1OC (centres undefined)	-9	3	-13	105	103	0	-1	3	0.4
CCOC(=O)/C=c1\s/c(=C(\C#N)C(=O)NC)n(-c2ccccc2)c1=O	34	-4	-20	98	102	0	2	5	0.9
COc1cccc2sc(N(CCCN(C)C)C(=O)CCS(=O)(=O)c3ccccc3)nc12	8	21	18	97	105	-14	6	-46	-0.4
O=C(NNC(=O)c1sccc1-n1cccc1)Nc1ccc(F)cc1	-1	-1	-3	101	99	-2	-1	2	0.3
Cn1c(CC(=O)NC(C)(C)CO)c(Sc2ccccc2)c2ccccc21	-3	-24	0	89	93	-2	2	-29	-6.2
O=C(Nc1ccc(NC(=O)c2cccc([N+](=O)[O-])c2)cc1)c1cccc([N+](=O)[O-])c1	9	11	3	106	109	-9	4	1	-1.8
Cc1nc(SCC(=O)Nc2ccccc2)c2oc3ccccc3c2n1	9	0	-7	100	97	3	3	1	-1.0
Cc1ccc(C(=O)N2N=C3c4ccccc4S(=O)(=O)N3[C@H]2N(C)C)cc1	14	-5	-11	105	96	-6	-10	3	-1.7
COCCN(C(=O)CSc1nnc(-c2ccccc2F)n1C)c1c(N)n(Cc2ccccc2)c(=O)[nH]c1=O	2	-20	-9	108	105	3	-3	-2	-0.4
CCc1nnc(NC(=O)c2ccc(S(=O)(=O)N3CCc4ccccc4C3)cc2)s1	-13	16	-32	93	95	-1	-3	-4	3.8
COC(=O)/C=C(\Oc1ccccc1)C1(O)CCCCC1	10	0	-1	101	106	-5	2	-13	-1.7
CC(=O)NC1=C(NC2CCS(=O)(=O)C2)C(=O)c2ccccc2C1=O (centres undefined)	-17	0	-7	97	108	1	6	-2	-1.6
COc1ccc(CCNC(=O)CN(c2ccc(OC)cc2)S(C)(=O)=O)cc1	10	-15	-3	116	109	-4	-1	6	-0.9
O=C(Cc1cccs1)Nc1ccc(C(=O)O)cc1	20	4	6	100	101	1	0	-5	1.8
CCOC(=O)c1[nH]c2ccccc2c1NC(=O)Nc1ccc(OC)cc1	2	2	85*	85	88	-2	-12	-1	-8.4
O=C(C(=O)N1CCN(C(=O)c2ccco2)CC1)c1c[nH]c2ccccc12	-3	-9	0	110	104	-2	-3	-2	-0.4
COc1ccc(CNC(=O)C2CCC(CNS(=O)(=O)c3ccc(C)cc3)CC2)cc1 (centres undefined)	2	-40	-1	100	101	-3	5	-6	-3.8
CCOCCCn1c(SCC(=O)NCc2ccco2)nc2c(sc3ccccc32)c1=O	8	-11	16	88	86	-2	-10	2	-0.4
COc1cccc(CN2CC(C(=O)NCCN3CCOCC3)CCC2=O)c1 (centres undefined)	2	-9	4	104	102	-7	3	-1	3.6
COCC(=O)Oc1c(S(=O)(=O)c2ccc(C)cc2)c(C)nn1-c1ccccc1	7	3	11	87	94	-3	5	12	1.9
CCC/C(=N\NC(=O)c1ccc(OC)c(OC)c1)c1ccccc1	-3	-12	10	102	102	-7	1	6	-1.3
CCC/C=C1/CCCOC(C(=O)NCc2ccccn2)(C(F)(F)F)C1 (centres undefined)	.	.	6	101	97	-3	-1	.	-4.7
Oc1ccc(N=Nc2ccc(Br)cc2)c(O)c1	7	1	21	87	90	-5	8	6	-0.1
Cc1cc(C)c(NS(=O)(=O)c2c(C(=O)N3CCOCC3)c(C)n(C)c2C)c(C)c1	0	-36	4	97	93	2	-8	13	-0.3
COc1ccccc1N1CN(Cc2ccccc2)CNC1=S	14	-10	-12	93	95	-3	-4	-6	3.9
O=C(COc1ccccc1)Nc1cccc(-c2nc3ccccc3[nH]2)c1	-4	-3	-34	102	103	-4	-1	-8	-1.4
